BRCA1 expr up – activators of BRCA1 expression | AID 624202 | Potency, µM (series often up to 46.1 µM), for inactives: top-dose activation, hits mostly activators | MCF7-BRCA1-FFLuc reporter, luminescence, 48 h; response scale: scaled: vehicle 0%, 10 µM genistein 100% | 380,000 tested, 1.1% active; further: nearly all actives have a fitted effect of over 80% in size; some results filed as inactive show a strong effect at the top dose
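Luminescence from a BRCA1-driven firefly luciferase in MCF7 cells was read after 48 h compound exposure at 37 C. Data normalized against DMSO and a 10microM genistein activation control, then curve-fitted across the titration.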
Rab9 promoter act – Rab9 promoter activation | 320,000 tested, 2.8% active | Potency, µM (series often up to 9.22 µM), for the others: at the top dose activation, negative = inhibition, hits mostly activators | Huh7 Rab9 promoter-luciferase reporter, luminescence, 24 h; further: % of control where 0% means no effect; nearly all actives have a fitted effect of over 60% in size
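Cell-based reporter: Huh7 stable for Rab9 promoter-driven luciferase, plated in reduced-serum medium with 10% FBS at 1500 cells/well, compound-treated 24 h at 37 °C, luminescence read after 10 min reagent.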
ELG1 genotox – genotoxicity induction in ELG1-luciferase HEK293T cells; HEK293T ELG1-luciferase reporter, luminescence, 16 h; Potency, µM (top dose mostly 46 µM), without a hit: at the top dose activity change, positive = activation, most hits filed as activators; 330,000 tested, 1.3% active; AID 504466; further: % of control where 0% means no effect; nearly all actives have a fitted effect of over 60% in size
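Luminescence read-out: rising ELG1-luciferase signal, reflecting elevated ELG1 protein under genetic stress, flags genotoxic compounds. Cells were treated for 16 hr at 37 °C before ONE-Glo detection.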
uPA surface inh – blocks generation of uPA at the cell surface; cell surface uPA generation assay, qHTS; Potency, µM (doses to about 38.3 µM), for inactives: at the highest dose activity change, negative = inhibition, actives largely listed as inhibitors; 330,000 tested, 0.31% active; active means well fitted inhibition curve with a large enough effect; inconclusive means small, poorly fitted or top-dose-only effect; inactive means no such curve, though single readings can be large or run the other way; tested in mouse RAW 264.7 cells; further: on the % scale 0 is the no-effect control and ±100 the full control effect; nearly all actives have a fitted effect of over 55% in size
MBNL1-CUG inh – inhibitors of human MBNL1 binding to CUG repeat RNA. Q9NR56. TR-FRET MBNL1-His/biotin-(CUG)12 binding, 665/545 ratio. Potency, µM (series often up to 57.5 µM), for inactives: at the top dose activity change, negative = inhibition, actives largely listed as inhibitors. 280,000 tested, 0.036% active; active means well fitted inhibition curve with a large enough effect in the signal ratio, with a control signal flat, not every such curve was filed as active; inconclusive means small, poorly fitted or top-dose-only effect, or effect the other way, or a change in a side signal; inactive means no such curve, though single readings can be large or run the other way; the % refers to the signal ratio; further: on the % scale 0 is the no-effect control and ±100 the full control effect
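Compound titration spanned 92 nM–58 uM against the MBNL1-His/biotin-(CUG)12 complex. After 60 min at room temperature with 5 nM streptavidin-XL665 and 0.055 ng/ul terbium anti-His, ratiometric 665/545 nm emission (Ex 340 nm) normalized to controls.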
FLuc counter – inhibits or activates purified firefly luciferase, miR-21 counter-screen | P08659 | purified FLuc, Km substrates, luminescence inhibition | Potency, µM (titrated, usually from 57.5 µM), for the others: top-dose activity change, negative = inhibition, usual class: inhibitors | 360,000 tested, 6.9% active;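 further: plate controls were vehicle for no effect and reference inhibitor for full effect; nearly all actives have a fitted effect of over 55% in size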
Target sequence (P08659 whole entry, looked up): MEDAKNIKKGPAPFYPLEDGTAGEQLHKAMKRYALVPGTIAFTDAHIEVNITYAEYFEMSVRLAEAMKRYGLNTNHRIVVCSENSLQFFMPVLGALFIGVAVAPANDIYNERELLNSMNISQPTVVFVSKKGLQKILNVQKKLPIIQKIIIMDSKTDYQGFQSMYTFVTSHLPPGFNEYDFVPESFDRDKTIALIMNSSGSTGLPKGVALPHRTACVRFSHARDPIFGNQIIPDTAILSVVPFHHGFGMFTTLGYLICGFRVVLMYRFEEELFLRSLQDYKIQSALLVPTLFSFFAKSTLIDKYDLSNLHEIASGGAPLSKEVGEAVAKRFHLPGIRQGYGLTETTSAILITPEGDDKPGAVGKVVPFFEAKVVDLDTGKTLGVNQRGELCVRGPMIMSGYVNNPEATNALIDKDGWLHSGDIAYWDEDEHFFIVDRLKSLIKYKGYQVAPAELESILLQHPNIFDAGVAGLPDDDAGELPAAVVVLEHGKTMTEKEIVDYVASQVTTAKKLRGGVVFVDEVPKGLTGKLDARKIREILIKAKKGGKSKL
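Biochemical qHTS of compounds, final roughly 60 µM downward over six points, against 10 nM purified firefly luciferase using Km concentrations of substrates (10 uM D-luciferin, 10 uM ATP) in Tris acetate pH 7.5 buffer; luminescence output.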
NPC1 prom act – NPC1 promoter activation | Huh7 NPC1 promoter luciferase reporter, 24 h | Potency, µM (titrated, usually from 9.22 µM), for the others: at the highest dose activation, most hits filed as activators | 320,000 tested, 2.4% active;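 further: % of control where 0% means no effect; nearly all actives have a fitted effect of over 60% in size; reporter is driven by a mutant NPC1 promoter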
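Stable NPC1-promoter luciferase Huh7 line; cpd (DMSO) 24 h, 37 °C, 5% CO2; Amplite luciferase reagent 10 min RT; luminescence readout. qHTS format.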
VP16 counter – inhibits Gal4-VP16 luciferase reporter, ROR gamma counter-screen | Drosophila S2 Gal4-VP16 UAS-luciferase, luminescence, 20 h | Potency, µM (doses to about 53.6 µM), for the others: at the top dose activity, negative = inhibition, hits mostly inhibitors | 310,000 tested, 3.5% active | AID 2546;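 further: Gal4-VP16 expression switched on by copper sulfate through the metallothionein promoter; on the % scale 0 is the no-effect control and ±100 the full control effect; nearly all actives have a fitted effect of over 50% in size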
p53 reactivation – re-activators of mutant p53. H1299 p53-A138V BP100-luciferase reporter, luminescence, 24 h. Potency, µM (doses to about 92.2 µM), without a hit: at the highest dose activity change, positive = activation, most hits filed as activators. 320,000 tested, 0.063% active. AID 504706; further: % of control where 0% means no effect; nearly all actives have a fitted effect of over 45% in size
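p53-null H1299 cells stably carrying temperature-sensitive p53-A138V and a BP100-luciferase reporter were pinned with compounds (4-point, 1:5 series) and held 24 hrs at 37 deg C. Luminescence was read 10 min after detection reagent.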
RORg inh – ROR gamma (mouse) transcription inhibition | Drosophila S2 Gal4-RORgamma UAS-luciferase reporter, 20 h | Potency, µM (titrated, usually from 53.6 µM), inactives show at the highest dose activity change, negative = inhibition, usual class: inhibitors | 310,000 tested, 5.4% active | AID 2551; further: on the % scale 0 is the no-effect control and ±100 the full control effect; nearly all actives have a fitted effect of over 60% in size
Target sequence (P51450 whole entry, looked up, the tested form may be a part): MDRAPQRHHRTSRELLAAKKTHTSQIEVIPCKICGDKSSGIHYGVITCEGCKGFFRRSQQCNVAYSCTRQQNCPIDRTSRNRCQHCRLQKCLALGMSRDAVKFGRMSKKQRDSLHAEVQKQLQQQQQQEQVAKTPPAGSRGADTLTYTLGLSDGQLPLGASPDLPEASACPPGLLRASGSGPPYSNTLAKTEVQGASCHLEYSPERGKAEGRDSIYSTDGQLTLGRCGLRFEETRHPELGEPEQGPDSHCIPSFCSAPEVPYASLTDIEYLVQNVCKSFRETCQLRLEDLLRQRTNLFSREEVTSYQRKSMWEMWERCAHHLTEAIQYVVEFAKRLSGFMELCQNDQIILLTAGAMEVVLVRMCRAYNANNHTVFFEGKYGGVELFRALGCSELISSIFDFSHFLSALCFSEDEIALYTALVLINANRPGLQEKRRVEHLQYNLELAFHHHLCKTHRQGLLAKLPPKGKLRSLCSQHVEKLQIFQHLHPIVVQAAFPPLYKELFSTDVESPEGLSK
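Luciferase reporter read in Schneider cells carrying Gal4-RORγ (mouse) and UAS-Photinus luciferase; cells given compound 1 h before 700 uM copper sulfate induction, then incubated 20 h at ambient temperature.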
The depositor's hits bear a star; ? = inconclusive; nt = no result given; & = joins results of further samples; [ ] = another dose, or the depositor's remark. Unless noted, the call rests on the fitted dose curve; in most records, active means well fitted curve in the direction sought with a large enough effect; inconclusive means small, poorly fitted or top-dose-only effect, or another doubt; inactive means no such curve, though single readings can be large; an effect the other way counts as inactive or inconclusive. Potency means the concentration at half of the fitted maximal effect.

SMILES	BRCA1 expr up	Rab9 promoter act	ELG1 genotox	uPA surface inh	MBNL1-CUG inh	FLuc counter	NPC1 prom act	VP16 counter	p53 reactivation	RORg inh
COc1cccc(-c2nc(-c3ccc(NC(=O)c4cccs4)cc3)no2)c1	82%	?	14%	-3%	17%	13µM*	30%	-2%	?	14%
CC(=O)N1CCN(C(=O)c2cc3ccccc3o2)CC1	13%	-2%	7%	-6%	-1%	1%	-3%	-6%	0%	-6%
CN(C)c1ccc(/C=C/c2c([N+](=O)[O-])c(=O)n(C)c(=O)n2C)cc1	-6%	0%	-9%	?	?	0%	-2%	-4%	9%	3%
CC(C)(C)NC(=O)CSc1nc(-c2ccc(F)cc2)cs1	?	2µM*	?	2%	3%	6.7µM*	3.5µM*	-7%	20%	-21%
O=C(CCn1nnc2ccccc21)NNC(=O)C1CCCCC1	0%	1%	-24%	-4%	-8%	-2%	-1%	4%	0%	-4%
Cc1ccc(CS(=O)(=O)CCC(=O)NCCCN2CCCC2)cc1	2%	-4%	3%	2%	-4%	2%	1%	0%	4%	9%
COC(=O)c1nn(-c2ccc3c(c2)CCN3C(C)=O)cc1O	-100%[inhibitor]	3.2µM*	?	nt	13%	0.54µM*	0.5µM*	8.9µM*	-8%	7.1µM*
COc1ccccc1CCNC(=O)C1CCN(c2nnc(C)c3c(C)n(-c4ccc(C)cc4)nc23)CC1	14%	-6%	-1%[9.26 µM]	?	3%	-1%&-15%	-6%	?	6%	?
Cc1ccc(Cl)cc1NC(=O)C(Cc1ccccc1)N1C(=O)C2C3CCC(C3)C2C1=O (stereo unspecified)	-55%	-9%	-7%	-6%	?	2%	-1%	79µM*	6%	-20%
O=C(Nc1ccccc1C(=O)NCc1ccccc1)C1=CSCCO1	-2%	3%	5%	?	2%	6%	-7%	5%	7%	-2%
C/C(=C\C(=O)c1ccc(Br)cc1)Nc1ccc(Cl)cc1	2.8µM*	14%	?	3%	6%[11.5 µM]	27µM*	13%	11µM*	24%	7.1µM*
Cc1cc(C)n(-c2nc(-c3cccc(Cl)c3)cs2)n1	-1%	?	?	1%	10%	11µM*	?	13%	?	24%
Cc1nc(C)c(C(=O)Nc2ncc([N+](=O)[O-])s2)o1	?	?	?	-3%	?	1.9µM*	?	?	3%	7.9µM*
Cn1cc(Br)c(C(=O)NC2CCCCCC2)n1	34%	11%	15%	7%	-1%	-17%	-2%	22%	20%	2%
CCC(c1nnc(SCC(=O)NCCc2ccc(OC)c(OC)c2)n1Cc1ccccc1)N(C)C (stereo unspecified)	-11%	-1%	0%	3%	-15%	0%	0%	8%	-4%	4%
CCN(CC)CCn1c2c(c(SCC(=O)Nc3nc4ccccc4s3)nc1=O)CCC2	-45%	-5%	-2%	-2%	nt	3%	0%	nt	-4%	nt
Cc1c(C(=O)N(C)C)c2cc(Cl)ccc2n1O	-1%	-3%	2%	-8%	-20%	1%	-5%	-7%	-4%	11%
Cc1cnc(C(=O)NC(C)CCc2ccccc2)cn1 (stereo unspecified)	-5%	2%	-1%	-19%	-3%	3%	-1%	6%	3%	15%
CC(=O)c1cnc(Nc2ccccc2)s1	99%	5%	11%	-9%	?	-18%	3%	18%	12%	?
COc1cc(OC)c(OC)cc1CNC1CCCCCC1	-5%	1%	-12%	nt	-10%	3%	3%	-8%	-17%	-12%
CCC(c1nc2ccccc2c(=O)n1-c1cccnc1)N1C(=O)c2ccccc2C1=O (stereo unspecified)	14%	-3%	-1%	4%	1%	0%	-4%	1%	-2%	-17%
Cc1ccc(S(=O)(=O)N/N=C/c2cccn2-c2ccc(Cl)cc2)cc1	-4%	?	11%	-1%	6%	0.54µM*	?	-11%	4%	19%
CC(=O)Nc1ccc(OCC(=O)N2CCC(Cc3ccccc3)CC2)cc1	-16%	-2%	-4%	-8%	5%	-11%	-4%	6%	-5%	20%
Cc1ccc(C)c(N(CC(=O)NCc2ccco2)C(=O)CNS(=O)(=O)c2ccc(F)cc2)c1	-6%	3%	-19%	1%	-11%	0%	-2%	-9%	-2%	?
CCOc1cc(/C=N/NC(=O)C(=O)NCCCOC(C)C)cc(Br)c1O	25%	-7%	-2%	-2%	nt	0%	-1%	-22%	-7%	17%

Whole records as entered above.
C/C(=C\C(=O)c1ccc(Br)cc1)Nc1ccc(Cl)cc1 is entered as BRCA1 expr up: 2.8µM*; Rab9 promoter act: 14%; ELG1 genotox: ?; uPA surface inh: 3%; MBNL1-CUG inh: 6%[11.5 µM]; FLuc counter: 27µM*; NPC1 prom act: 13%; VP16 counter: 11µM*; p53 reactivation: 24%; RORg inh: 7.1µM*
O=C(CCn1nnc2ccccc21)NNC(=O)C1CCCCC1 is entered as BRCA1 expr up: 0%; Rab9 promoter act: 1%; ELG1 genotox: -24%; uPA surface inh: -4%; MBNL1-CUG inh: -8%; FLuc counter: -2%; NPC1 prom act: -1%; VP16 counter: 4%; p53 reactivation: 0%; RORg inh: -4%

The list goes on.
SMILES	BRCA1 expr up	Rab9 promoter act	ELG1 genotox	uPA surface inh	MBNL1-CUG inh	FLuc counter	NPC1 prom act	VP16 counter	p53 reactivation	RORg inh
Cc1ccsc1/C=N/N1CCN(c2ccccn2)CC1	?	28%	3%	2%	7%	?	28%	22%	2%	?
COc1ccc(CCNC(=O)c2cccs2)cc1OC	28%	-5%	-2%	-3%	1%	-1%	-5%	-2%	-2%	21%
CC(C)(C)c1nc2scc(-c3ccc(Br)cc3)c2c(=O)o1	-1%	12%	-9%	2%	-5%	0%	1%	10%	1%	-2%
Cn1nc(C(F)(F)F)c(-c2cccc(C(F)(F)F)c2)c1NC(=O)c1cccnc1	-6%	-10%	-9%	1%	11%	1%	-5%	4%	-6%	37%
CCCCNC(=O)C(Cc1ccccc1)NS(=O)(=O)c1ccc2c(c1)c(=O)n(C)c(=O)n2C (stereo unspecified)	-4%&0%	3%	-1%	-11%	-5%	0%&0%	-1%	-4%	-3%	-8%
COc1ccccc1C1CC(=O)NC(C)=C1C(=O)OCC(C)C (stereo unspecified)	-17%	-12%	-10%	-3%	-2%	5%	0%	-4%	-7%	12%
Cn1c(Cn2c(=O)sc3ccccc32)nnc1SCc1ccccn1	0%	19%	-6%	nt	-7%	-2%	-1%	1%	17%	-4%
Cc1cccc(Nc2ncnc3c2cnn3C)c1	-19%	-1%	?	-4%	-4%	-4%	1%	-21%	11%	12%
COCC(C)n1c(C)cc(C(=O)CSc2nnnn2-c2ccc(O)cc2)c1C (stereo unspecified)	40%	10%	3%	0%	6%	21µM*	6%	10%	0%	1%
CN(CC(=O)Nc1ccc(Cl)c(S(=O)(=O)N2CCOCC2)c1)C(=O)c1ccc(C#N)cc1	4%	-7%	-1%	-25%	nt	6%	0%	nt	-4%	nt
Cc1c(NS(=O)(=O)c2ccc(NC3CCCC3)c([N+](=O)[O-])c2)c(=O)n(-c2ccccc2)n1C	8%	-8%	2%	2%	2%	8%	-2%	-6%	2%	-9%
Cc1ccc2nc(-c3ccncc3)cc(C(=O)NCCc3ccc(F)cc3)c2c1	-47%	-1%	-10%	41%[activator]	23%	-8%	-2%	-11%	11%	-32%
Nc1nc2c(c(=O)[nH]1)CN(Cc1ccccc1)CC2	-3%	0%	1%	7%	nt	7%	-2%	nt	-3%	nt
COc1ccc(-c2cc(C(F)(F)F)n3ncc(C(=O)NCC4CCCO4)c3n2)cc1OC (stereo unspecified)	-30%	-10%	8%	0%	21%	0%	-1%	-3%	-2%	-13%
CCOc1ccccc1C1C(C#N)=C(N)N(N(C)C)C2=C1C(=O)CCC2 (stereo unspecified)	2%	-11%	0%	1%	-1%	1%	-2%	2%	2%	-3%
Cc1ccccc1/C=N/Nc1nc2ccccc2c(=O)n1O	?	7%	17%	-1%	4%	15µM*	13%	?	12%	7.1µM*
S=C(Nc1ccccc1)Nc1ccc(Br)cn1	3%	4%	3%	-3%	-2%	-1%	-8%	5.6µM*	3%	0.89µM*
c1cnc(SCCCOc2ccc3ccccc3c2)nc1	11µM*	?	21µM*	-1%	0%	17µM*	?	?	?	?
O=C(COC(=O)COc1ccccc1F)Nc1ccc2c(c1)OCO2	6%	-3%	1%	9%	nt	0%	-2%	nt	-1%	nt
CCOC(=O)C1CCCN(C(=O)CCCn2nnnc2CN2CCOCC2)C1 (stereo unspecified)	0%	-7%	4%	-2%	-2%	9%	-3%	-7%	nt	-32%
CCc1[nH]nc(C(=O)N2CCCC(C(=O)c3cccc(C(F)(F)F)c3)C2)c1C (stereo unspecified)	-24%	2%	-3%	?	3%	-3%	0%	?	-3%	?
Cc1ccc(C2c3c(C)nn(-c4ccc([N+](=O)[O-])cc4)c3N=C3C(=O)Nc4ccccc4N32)cc1 (stereo unspecified)	nt	-21%	-9%	nt	9%	1%	-13%	-12%	2%	2%
CN(C)C(=O)COC(=O)c1cc(Cl)cc(Cl)c1N	12%	3%	-3%	2%	1%	3%	-1%	2%	0%	-17%
CCC1CN(C(=O)N2CCC(C(=O)NCc3cccc(OC)c3OC)CC2)c2cc(C)ccc2O1 (stereo unspecified)	5%	0%	-11%	-4%	-5%	2%&7%	-4%	-1%	-2%	7%
CCOc1ccc(Cl)cc1S(=O)(=O)NC1CCCC1	-12%	1%	2%	-7%	-6%	4%	0%	1%	23%	-20%
O=S(=O)(c1ccccc1)c1ccc(N2CCCCCC2)cc1	31%	3%	0%	-11%	-6%	?	2%	-28%	nt	?

Screening results: PubChem, National Center for Advancing Translational Sciences (NCATS)
